MITF primary = inhibitors of human MITF. AID 1259374. actives 0.91% (n = 650,000). inhibition, % at 2.6 µM. AlphaScreen MITF homodimerization, bead proximity signal; in the data active = inhibition above about 50%;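 also: 0% = vehicle wells with protein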
Target sequence (O75030 whole entry, looked up): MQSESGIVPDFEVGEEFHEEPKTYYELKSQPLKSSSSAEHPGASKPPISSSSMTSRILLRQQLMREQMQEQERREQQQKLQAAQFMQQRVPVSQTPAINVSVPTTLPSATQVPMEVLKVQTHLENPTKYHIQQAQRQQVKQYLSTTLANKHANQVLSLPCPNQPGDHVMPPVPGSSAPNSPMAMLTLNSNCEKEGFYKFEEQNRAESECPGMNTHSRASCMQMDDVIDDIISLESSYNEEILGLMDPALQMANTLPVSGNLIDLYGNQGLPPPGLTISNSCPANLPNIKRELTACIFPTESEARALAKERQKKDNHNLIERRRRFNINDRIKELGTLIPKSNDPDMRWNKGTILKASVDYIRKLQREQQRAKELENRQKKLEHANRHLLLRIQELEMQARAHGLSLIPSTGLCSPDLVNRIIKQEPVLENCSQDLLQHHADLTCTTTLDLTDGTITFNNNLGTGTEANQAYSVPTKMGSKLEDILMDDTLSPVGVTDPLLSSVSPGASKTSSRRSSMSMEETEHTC
TEAD-YAP block = TEAD-YAP interaction inhibition; HEK-TIYL cells, TEAD-Gal4/YAP UAS-luciferase luminescence; inhibition, % at 9.12 µM; actives 1.4% (n = 640,000); in the data active = inhibition above about 32%;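 also: 0% = median of test compound wells and 100% = reference inhibitor wells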
FBW7 activator = activators of human E3 ligase FBW7. normalized activity (activation), % at 26.1 µM. AlphaScreen FBW7–phospho-cyclin E peptide binding, activator screen. actives 0.13% (n = 650,000). AID 1259310. Q969H0; in the data active = normalized activity above about 1.9%;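 also: purified mutant Fbw7 with reduced substrate affinity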
GPR151 ag = activators of human GPR151; Q8TDV0; PathHunter beta-arrestin GPR151 cells, luminescence; activation, % at 11.2 µM; actives 1% (n = 650,000); in the data active = activation above about 4.9%;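 also: 0% = median of compound wells and 100% = cells with positive control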
Target sequence (Q8TDV0 whole entry, looked up): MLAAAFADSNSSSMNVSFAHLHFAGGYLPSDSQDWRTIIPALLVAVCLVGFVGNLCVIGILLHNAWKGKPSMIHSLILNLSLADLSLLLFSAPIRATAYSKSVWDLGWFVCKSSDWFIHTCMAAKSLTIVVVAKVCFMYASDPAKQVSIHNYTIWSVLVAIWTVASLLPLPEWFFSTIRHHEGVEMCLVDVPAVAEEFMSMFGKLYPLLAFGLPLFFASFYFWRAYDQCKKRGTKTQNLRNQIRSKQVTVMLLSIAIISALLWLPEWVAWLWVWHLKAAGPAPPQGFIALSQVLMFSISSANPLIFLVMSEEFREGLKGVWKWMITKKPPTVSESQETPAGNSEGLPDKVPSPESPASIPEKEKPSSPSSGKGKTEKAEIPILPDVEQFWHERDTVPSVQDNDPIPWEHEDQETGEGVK
An asterisk follows results filed as active.

smiles,MITF primary,TEAD-YAP block,FBW7 activator,GPR151 ag
CCNC(=S)NNC(=O)c1cccc(S(=O)(=O)Nc2ccc(C)cc2C)c1,6.7,1.1,0.0,1.0
COc1ccc2c(C)c(CC(C)O)c(=O)oc2c1 (centres undefined),9.3,3.6,-0.3,0.3
O=C(NC1CC1)c1ccc2c(=O)[nH]c3c(C(=O)NC4CCCC4)sc(=S)n3c2c1,6.3,-4.1,0.3,-0.6
CCOC(=O)Cc1nc2nc(C)cc(=O)n2[nH]1,25.5,-7.4,0.5,-1.9
FC(F)(F)Oc1ccc(Nc2nc(NCc3ccccc3)nc(N3CCCCC3)n2)cc1,7.3,7.8,0.0,0.0
CCCCNC(=O)NS(=O)(=O)c1ccc(NS(=O)(=O)c2ccccc2)cc1,-10.0,-5.3,0.0,1.1
O=[N+]([O-])c1cccc(C2Nc3ccc(Cl)cc3C3C=CCC32)c1 (centres undefined),-2.0,20.3,-0.2,-0.1
Cc1cc(N2CCN(c3ncccn3)CC2)nc2ccc(NC(=O)Cc3cccs3)cc12,-7.2,13.5,0.2,5.1*
CCN1/C(=C2/N=C(c3ccccc3)OC2=O)C=Cc2ccccc21,8.6,9.6,0.0,1.3
COc1ccccc1/C=C(/NC(=O)c1ccccc1Cl)C(=O)O,3.1,-11.5,-0.1,1.2
COc1cc2c(cc1OC)C1(CCOCC1)CN(CCCN(C)C)C2,-1.0,-5.2,-0.1,0.1
NS(=O)(=O)c1ccc(Nc2cc(-c3ccco3)cs2)cc1,9.8,-41.3,-0.1,2.1
CN1CCN(C2=NC(=O)/C(=C\c3ccc(Br)cc3)S2)CC1,7.2,2.9,-0.1,3.1
O=C(CCCCCCN1C(=O)c2ccccc2C1=O)NC1CCCCC1,5.2,4.3,-0.1,-0.3
N#CC1=C(N)Oc2n[nH]c(-c3ccccn3)c2C1c1cccnc1 (centres undefined),30.6,0.5,-0.6,-0.5
COc1cccc(/C=N/NC(=O)C2C3CCCCC32)c1O (centres undefined),-2.8,-6.8,-0.1,2.7
CCOC(=O)c1c(NC(=O)CSc2nnc(CNC(=O)c3ccc([N+](=O)[O-])cc3)n2CCc2ccccc2)sc2c1CCCC2,-13.1,4.4,0.0,1.9
Cc1cc(C)n2nc(C(=O)Nc3cccc(C)c3C)cc2n1,0.3,-18.6,0.0,-0.4
COc1ccc(/C=C(\C#N)C(=O)OCC(=O)NC2CCCC(C)C2C)cc1 (centres undefined),1.2,-2.6,0.0,-0.3
CCOC(=O)c1ccc(N2C(=O)CC(N3CCC(CCN4CCCC4=O)CC3)C2=O)cc1 (centres undefined),-3.5,0.2,0.0,1.9
CN(Cc1ccccc1)S(=O)(=O)c1ccc(N2CCOCC2)nc1,5.9,6.4,-0.2,0.9
C=CSc1nc(O)c(Cc2ccccc2)c(=O)[nH]1,0.3,-9.5,0.0,-0.6
CN1CCN(C(=O)c2ccc(-c3nc(NCCCN4CCCC4=O)c4ncn(-c5ccsc5)c4n3)cc2)CC1,4.5,10.2,0.2,-0.8
CC(C)(C)n1nnnc1C(c1cccc(C(F)(F)F)c1)N1CCOCC1 (centres undefined),7.4,1.2,0.8,-0.7
O=C(O)CCC(=O)N1N=C(c2ccco2)CC1c1ccco1 (centres undefined),11.1,-1.3,0.0,0.3

Shown with each value named: part of the list above
Cc1cc(C)n2nc(C(=O)Nc3cccc(C)c3C)cc2n1
  MITF primary = 0.3
  TEAD-YAP block = -18.6
  FBW7 activator = 0.0
  GPR151 ag = -0.4
COc1ccc(/C=C(\C#N)C(=O)OCC(=O)NC2CCCC(C)C2C)cc1 (centres undefined)
  MITF primary = 1.2
  TEAD-YAP block = -2.6
  FBW7 activator = 0.0
  GPR151 ag = -0.3

Other records.
smiles,MITF primary,TEAD-YAP block,FBW7 activator,GPR151 ag
Clc1ccc(Nc2ccc(-c3cccnc3)cn2)c(Cl)c1,7.3,-15.8,0.0,-1.2
COc1cc(NC(=S)NCc2ccccc2)cc(OC)c1,5.1,-0.3,-0.1,1.9
CCCCNC(=O)c1sc2ncnc(N3CCC(C)CC3)c2c1C,-9.7,-3.3,0.0,-0.9
Cc1c(C(=O)O)[nH]c2c1C(=O)CC(c1ccccc1Cl)C2 (centres undefined),-5.8,-1.7,-0.1,-2.2
Cc1nc2ccccc2cc1C(=O)NN,-0.2,8.5,0.0,-1.0
COc1ccc(C)cc1S(=O)(=O)N1CCC(C(=O)N2CCOCC2)CC1,-4.8,15.3,-0.8,-0.7
c1coc(-c2cnc3c(N4CCOCC4)nccn23)c1,9.7,-57.6,-0.6,2.3
Cc1ccccc1-c1nnc(C2CCN(S(=O)(=O)c3cccc([N+](=O)[O-])c3)CC2)o1,5.1,9.3,-0.2,1.6
C=CCNCCC1CCC(=O)N1Cc1ccc(OC(F)(F)F)cc1 (centres undefined),-2.5,6.8,0.1,0.0
COc1cc(C2C3=C(CC(C)(C)CC3=O)OC3=C2C(=O)CC(C)(C)C3)ccc1OCc1ccccc1Cl,12.1,7.1,-0.1,1.3
NS(=O)(=O)c1ccc(NC(=O)CSCCOC(=O)/C=C/c2ccco2)cc1,45.8,-6.8,-0.5,0.0
COc1ccc(OC)c(C2C(C(C)=O)=C(C)Nc3ncnn32)c1 (centres undefined),-1.2,-4.4,0.2,0.2
O=c1n(CN2CCCC(O)C2)nc2c3ccccc3ncn12 (centres undefined),-2.4,4.3,0.5,-0.9
CCOc1ccccc1NC(=O)CSc1nc2c(oc3ccccc32)c(=O)n1CCCOC(C)C,3.2,12.3,-0.1,-1.6
Cc1cc(C(=O)N2CCN(CC(=O)c3cccs3)CC2)no1,61.3*,-3.7,0.0,0.5
COc1ccc(/C(C)=N/NC(=O)CSCc2cccc(Br)c2)cc1,-0.8,-11.5,0.0,-0.7
Cc1cccc(C)c1NC(=O)Cn1cc(C#N)c2ccccc21,-8.1,5.5,0.0,0.3
CC(=O)Nc1cccc(N=Cc2cc(Br)ccc2O)c1,-6.8,4.4,-0.1,-1.0
COc1ccc(N(CC(=O)Nc2ccccc2SC)S(C)(=O)=O)cc1OC,-6.0,2.5,0.1,-0.3
CCOC(=O)C1CCN(S(=O)(=O)c2ccc([N+](=O)[O-])cc2)CC1,-4.8,-0.9,0.1,0.7
COc1cc(/C=C/C(=O)Nc2ccc3nc(SC)sc3c2)ccc1OCC#N,5.5,0.0,0.0,3.8
CCCCn1c(CNC(=O)c2cccs2)nnc1SC(C)C(=O)Nc1sc(C(=O)OCC)c(C)c1C(=O)OCC (centres undefined),-9.1,-6.6,0.9,-1.6
CN(CCCCC(=O)/C=N/O)Cc1ccccc1,-2.5,15.7,0.3,-0.1
Nc1nonc1C(=O)NCCNc1ccc([N+](=O)[O-])cn1,8.9,6.0,-0.2,-0.4
c1ccc2c(c1)OCC(c1ccc3cc(-c4cn[nH]c4)ccc3n1)O2 (centres undefined),22.4,-4.8,-0.3,-1.7
CC1(C)CC(=O)C2=C(C1)N(c1cc(C(F)(F)F)ccc1Cl)C(N)=C(C#N)C2c1cccc([N+](=O)[O-])c1 (centres undefined),8.3,12.9,0.1,1.7
C=CCN(CC=C)C(=O)C1CCN(Cc2cc(Br)c(O)c(OC)c2)CC1,69.3*,-4.4,0.6,0.3
Cc1noc(C)c1NC(=O)N1CCN(c2ncccn2)CC1,-5.1,-5.8,-0.1,-0.1
O=C(Nc1ccc(-c2nc3ccccc3o2)cc1)c1cccc(F)c1,-13.3,-84.7,-0.1,0.2
Oc1ccc(CCNc2nc(Nc3ccncc3)nc3c2ncn3C2CCCCC2)cc1,5.0,23.5,0.1,-1.1
COc1ccccc1-n1c(-c2ccc(Br)cc2)cc2c1CC(C)(C)CC2=O,-3.5,-6.8,0.0,-1.4
Cc1cc(C(F)(F)F)n2ncc(-c3ccc(Cl)cc3)c2n1,21.0,0.3,0.2,-2.2
O=C(CCN1CCN(Cc2ccccc2)CC1)NNC(=O)C1CCCC1,6.6,3.4,0.1,0.0
N#C/C(=C\c1cc(Br)ccc1O)C(=O)N1CCOCC1,7.0,0.3,0.0,-2.8
CSc1nnc2c(n1)OC(c1ccc([N+](=O)[O-])cc1)Nc1ccccc1-2 (centres undefined),2.5,4.4,0.0,0.6
COc1ccc(O)c(/C=N/NC(=O)CNc2cccc3ccccc23)c1,2.3,12.7,0.0,0.6
CCCCC(CC)CNC(=O)CCS(=O)(=O)c1cccs1 (centres undefined),-11.7,-41.9,0.0,2.8
O=[N+]([O-])c1ccccc1OCC(O)CN1CCN(c2ccccc2F)CC1 (centres undefined),7.9,3.0,0.1,-0.9
CCOC(=O)C1CCN(c2c(NCCCN3CCC(C)CC3)c(=O)c2=O)CC1,-1.0,-1.1,0.0,0.7
O=C(Nc1cccc(-c2nc3cc(Cl)cc(Cl)c3o2)c1)c1ccc2c(c1)OCCO2,-9.6,-0.5,0.1,1.1
COc1ccc(Br)cc1C(=O)Nc1cc2ccccc2oc1=O,9.1,1.2,-0.1,-1.7
Cc1ccccc1-c1cnc(-c2cccnc2)nc1C1CCN(C(=O)C2CCC2)CC1,8.0,12.3,0.0,-1.3
COc1ccc(/C=C2/C(=O)N(C)c3ccccc32)cc1,6.8,-54.3,0.0,1.5
CCc1ccc(Nc2nc(=O)[nH]nc2C)cc1,8.9,3.8,0.0,-0.1
Cc1cccc(C)c1NC(=O)C(=O)NCCCO,0.8,-2.1,0.0,0.8
COC(=O)c1ccccc1NC(=O)c1ccccc1SC,-8.8,-1.0,-0.1,0.1
N#C/C(=C/c1ccc(Cl)cc1)c1nc2ccccc2s1,4.3,-13.7,0.0,-1.6
CC(C)N(Cc1ccc(F)cc1)C(=O)c1cc2ccccc2oc1=O,-1.0,0.6,-0.3,0.2
FC(F)(F)c1ccc(-c2[nH]ncc2-c2ccncn2)cn1,5.4,2.9,0.5,0.5
Cc1cccnc1C(NC(=O)C1CCN(C(=O)N2CCCC2)CC1)c1ccccc1 (centres undefined),10.5,21.5,0.8,-0.8

Entries of single compounds, looked up by structure. Order of values: MITF primary, TEAD-YAP block, FBW7 activator, GPR151 ag
COc1ccc(Br)cc1C(=O)Nc1cc2ccccc2oc1=O as listed: 9.1, 1.2, -0.1, -1.7
O=C(Nc1ccc(-c2nc3ccccc3o2)cc1)c1cccc(F)c1 as listed: -13.3, -84.7, -0.1, 0.2

The results go on.
smiles,MITF primary,TEAD-YAP block,FBW7 activator,GPR151 ag
CCN(CC)C(=O)c1ccc(Sc2ccccc2Cl)c([N+](=O)[O-])c1,-4.0,-13.3,-0.4,-0.2
CCc1ccccc1OCC(=O)Nc1ccc(F)cc1,18.3,-19.4,0.3,-1.2
CN(c1ccc(OCC(=O)O)cc1)S(=O)(=O)c1ccc(F)cc1,-0.3,-2.2,0.0,-0.3
Cc1nc(S/C(=C/c2ccc(OCc3ccccc3)cc2)C(=O)O)n[nH]1,-3.5,-0.4,-0.1,3.0
O=C(O)c1ccc(Cl)c(N2CCCC2=O)c1,-0.2,-0.1,0.0,-0.6
Cc1ccc(NC(C)C(=O)N/N=C/c2cc(Cl)ccc2O)cc1 (centres undefined),16.3,18.6,-0.2,0.9
O=c1/c(=C/c2ccc(OCc3ccccc3)cc2)sc2nc(-c3cccnc3)nn12,12.5,-2.7,0.1,-0.2
CCC(Sc1nc2ncccc2[nH]1)C(=O)NC1CCCC1 (centres undefined),-2.4,0.5,0.1,2.4
O=C1NC(c2ccccc2)=NC1(NS(=O)(=O)c1ccc(Cl)cc1)C(F)(F)F (centres undefined),9.4,-1.8,0.3,6.9*
CCN(CC)c1ccc(/C=C2/SC(=S)N(C)C2=O)c(O)c1,7.9,-5.8,-0.2,0.1
COc1ccc(/C=N/NC(=O)Cn2c(-c3nonc3N)nc3ccccc32)c(OC)c1,-30.4,4.3,0.0,0.2
Cc1ccc(-c2nc3cc(Cl)ccc3o2)cc1NC(=O)c1ccc(Br)cc1,-0.7,-23.8,0.1,1.5
COc1ccc(CN2CCNC(=O)C2CC(=O)N2CCc3ccccc3C2)c(OC)c1 (centres undefined),16.0,10.8,0.7,-0.2
Cc1cccc(C)c1NC(=O)C(C)N(c1ccccc1)S(C)(=O)=O (centres undefined),-2.0,0.9,0.0,1.7
C=CCn1c(SCCCCCC)nc2c1c(=O)n(C)c(=O)n2C,11.4,5.0,0.2,0.6
Cc1ccccc1-n1c(=S)sc2c(=O)n(-c3ccccc3)c(SCC(=O)c3ccc(F)cc3)nc21,10.2,2.2,-0.1,0.2
O=C(Nc1ccc2oc(-c3ccccc3Cl)nc2c1)c1ccc(F)cc1,10.4,-2.1,0.2,-1.0
COc1ccccc1-n1c(SCC(=O)c2ccccc2)nc(O)cc1=O,7.9,-0.8,0.2,-0.1
Cc1c(NC(=O)c2ccc(F)cc2F)cc(NC(=O)c2ccc(F)cc2F)cc1Sc1ccccc1,4.6,3.0,0.1,0.7
O=C(Nc1c2c(nn1-c1cccc(Cl)c1)CSC2)c1ccc(Br)cc1,34.7,-3.9,-0.2,2.8
CCCCN(CC)CCNC(=O)CNC(=O)c1nn(-c2ccc(OC)cc2OC)c(=O)c2ccccc12,-1.6,-12.5,-0.1,-0.2
COC(=O)c1ccc(C(=O)N=c2sc3c4ccccc4ccc3n2C)cc1,-4.4,7.5,0.0,0.8
O=C(Nc1ccccc1)Nc1ccc(Cl)c(Cl)c1,-8.4,-14.7,-0.1,-0.4
CCC1c2ccc(C)n2CCN1C(=O)Nc1ccccc1C (centres undefined),13.3,-3.6,0.1,1.2
Cc1ccc(N=CC2=C(O)CCCC2=O)cc1,4.2,-20.2,-0.1,0.6
c1cc2c3c(cccc3c1)C(N1CCOCC1)=N2,8.9,-3.3,-0.5,0.6
